MOR-DOR inv ag = inverse agonists of human mu-delta opioid receptor heterodimerization; P35372+P41143; cell-based MOR-DOR heterodimer luminescence, inverse agonism; inhibition, % at 9.3 µM; 340,000 tested, 0.21% active; in the data active = inhibition above about 22%, passing the limit was not always enough;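 also: 0% = cells with DMSO and 100% = wells without cells with DMSO; values of inactives mirror those of a sister screen read the other way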
Keap1 Nrf2 FP = disrupts human Keap1 binding to Nrf2 peptide; 340,000 tested, 0.15% active; Q14145; inhibition, % at 9.4 µM; Keap1 Kelch-Nrf2 peptide fluorescence polarization, 1536-well; in the data active = inhibition above about 12%;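 also: human Keap1 Kelch domain with fluorescein labeled Nrf2 9mer peptide probe; 0% = neutral control wells and 100% = peptide positive control; higher means more block of Keap1 binding to Nrf2 peptide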
DSG3 Ab inh = human desmoglein-3 autoantibody binding inhibition. binding (percent of control), % at 10 µM. 310,000 tested, 0.48% active. DSG3-coupled beads, scFv-anti-DSG3-GFP binding, flow cytometry; hits give low values. P32926;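 active = binding more than 3 SD below its plate's average and above zero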;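 also: hits lower antibody fragment binding to DSG3; some compounds called inactive have numbers as strong as hits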
Target sequence (P32926 whole entry, looked up, the tested form may be a part): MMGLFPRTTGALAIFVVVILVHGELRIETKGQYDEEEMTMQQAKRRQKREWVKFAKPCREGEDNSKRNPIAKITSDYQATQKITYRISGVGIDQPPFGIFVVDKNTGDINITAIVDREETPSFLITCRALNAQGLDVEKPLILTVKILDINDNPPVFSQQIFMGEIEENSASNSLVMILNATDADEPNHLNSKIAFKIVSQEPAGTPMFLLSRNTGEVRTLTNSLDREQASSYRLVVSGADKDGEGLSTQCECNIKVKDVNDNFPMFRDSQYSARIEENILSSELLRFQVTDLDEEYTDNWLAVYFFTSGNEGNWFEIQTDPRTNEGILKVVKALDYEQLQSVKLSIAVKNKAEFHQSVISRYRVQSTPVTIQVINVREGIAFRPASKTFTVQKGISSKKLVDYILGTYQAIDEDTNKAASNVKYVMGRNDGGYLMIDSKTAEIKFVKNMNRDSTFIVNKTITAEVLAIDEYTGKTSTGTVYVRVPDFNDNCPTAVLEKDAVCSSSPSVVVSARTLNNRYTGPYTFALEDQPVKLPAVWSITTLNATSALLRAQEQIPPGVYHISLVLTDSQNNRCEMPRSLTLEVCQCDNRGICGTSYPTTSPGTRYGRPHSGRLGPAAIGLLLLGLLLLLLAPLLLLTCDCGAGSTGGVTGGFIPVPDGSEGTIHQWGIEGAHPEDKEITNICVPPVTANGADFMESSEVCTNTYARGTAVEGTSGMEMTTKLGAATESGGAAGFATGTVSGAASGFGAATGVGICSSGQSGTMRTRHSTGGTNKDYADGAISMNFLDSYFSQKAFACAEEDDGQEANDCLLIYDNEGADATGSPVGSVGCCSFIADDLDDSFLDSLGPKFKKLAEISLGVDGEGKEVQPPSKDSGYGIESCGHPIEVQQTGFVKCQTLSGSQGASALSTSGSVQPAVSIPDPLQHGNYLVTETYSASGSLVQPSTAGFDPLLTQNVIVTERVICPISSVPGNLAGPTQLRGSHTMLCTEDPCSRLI
Arr AP2 block = human beta-arrestin and AP2 interaction inhibition; FITC-arrestin peptide / GST-AP2 beads, flow cytometry; AP2 beta2 appendage carries R879A mutation; inhibition, % at 10 µM; 340,000 tested, 0.31% active;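 active = inhibition above a set limit, near 3 SD of compounds lacking own fluorescence, cut at about 54% in these data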;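 also: plate controls were DMSO wells for no effect and 5 µM unlabelled arrestin peptide for full effect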
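Measured by: flow cytometry, FL1 (488/535 nm); Material: AP2 appendage R879A on GSH beads; Evaluation: percent response; Timing: pre-incubation 12 min, peptide binding 1 h, room temperature; Also added: 50 nM FITC-arrestin peptide; Medium: PBS with 0.05% Tween 20 and 0.1% BSA.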
C-LANA FP = KSHV C-LANA DNA binding inhibition; MBP-C-LANA/FAM-LBS DNA binding, fluorescence polarization; inhibition, % at 9 µM; 340,000 tested, 0.078% active;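 active = highest replicate inhibition at or above 60% at 9 µM, even if other replicates fall short; inactive = all replicates below 60% inhibition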;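 also: 0% = neutral control wells and 100% = 4 µM acridine orange control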
RTF Ca sens inh = cardiac RTF calcium desensitization | AID 493244 | inhibition, % at 7.15 µM | IANBD-labeled cardiac RTF, Ca2+ fluorescence | 340,000 tested, 0.12% active;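 active = inhibition above the mean inhibition of all tested compounds plus 3 SD, cut at about 17% in these data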;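 also: assay run at fixed EC70 calcium of 1.6 mM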
Wnt bcat act = Wnt/beta-catenin pathway activation; Wnt/beta-catenin reporter cell assay, activator, plate reader; activation, % at 9.35 µM; 300,000 tested, 1.2% active; AID 743398; in the data active = activation above about 30%, passing the limit was not always enough;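 also: 0% = neutral control wells and 100% = positive control wells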
V-ATPase pHluor = regulators of yeast V-ATPase proton transport; S. cerevisiae, pHLuorin cytosolic pH fluorescence; response, % at 10 µM; 350,000 tested, 0.37% active; AID 504577; in the data active = response mostly above about 7.3%, no sharp cut-off; inactive = mostly below about 5.4%; also: actives read high; inactives centre near 0; some compounds called inactive have numbers as strong as hits; reference of the scale not given here
OPRM1-OPRD1 ag = agonists of human mu-delta opioid receptor heterodimerization; P35372+P41143; cells, OPRM1-OPRD1 heterodimerization, luminescence; activation, % at 9.3 µM; 340,000 tested, 0.3% active; AID 504326; in the data active = activation above about 18%;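 also: 0% = vehicle-treated cells and 100% = reference agonist; values of inactives mirror those of a sister screen read the other way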
RTF Ca sens act = cardiac RTF calcium sensitization; P19429+P45379; IANBD-labeled TnC RTF fluorescence at EC20 calcium; 0% EC20 calcium, 100% full calcium; activation, % at 7.2 µM; 340,000 tested, 0.24% active; AID 493008;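 active = activation above the mean over all tested compounds plus 3 SD, cut at about 30% in these data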;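 also: rise in fluorescence read as greater calcium sensitivity of cardiac thin filaments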
* = called active by the depositor. This is a random part of the collection; 3.1% or so of the library scored in one or more.

`Cc1ccc2nc(Nc3ccc4[nH]c(=O)[nH]c4c3)c(-n3nc(C)cc3C)nc2c1` gave MOR-DOR inv ag -11.2, Keap1 Nrf2 FP -0.3, DSG3 Ab inh 97.3, Arr AP2 block 5.4, C-LANA FP -0.1, RTF Ca sens inh 5.3, V-ATPase pHluor -0.3, OPRM1-OPRD1 ag 1.8 and RTF Ca sens act 1.0.
For COC(=O)c1c(NC(=S)Nc2ccc(F)cc2[N+](=O)[O-])sc2c1CCCCC2 the results were MOR-DOR inv ag 7.7, Keap1 Nrf2 FP 3.4, DSG3 Ab inh 102.6, Arr AP2 block 2.5, C-LANA FP 2.0, RTF Ca sens inh -3.6, Wnt bcat act -2.5, V-ATPase pHluor 0.3, OPRM1-OPRD1 ag -1.4 and RTF Ca sens act 0.4.
`OC(CNCCc1ccc(Cl)cc1)COc1cc(Cl)ccc1Cl` (centres undefined) gave MOR-DOR inv ag -32.4, Keap1 Nrf2 FP 4.9, DSG3 Ab inh 90.6, Arr AP2 block 24.8, C-LANA FP -5.5, RTF Ca sens inh -12.3, Wnt bcat act -2.3, V-ATPase pHluor 2.5, OPRM1-OPRD1 ag 6.9 and RTF Ca sens act -2.0.
COc1ccccc1NS(=O)(=O)c1cc(NC(=O)CNC(=O)c2cc(C)cc(C)c2)ccc1C was read as MOR-DOR inv ag -6.1, Keap1 Nrf2 FP -2.6, DSG3 Ab inh 96.9, Arr AP2 block -4.5, C-LANA FP 0.1, RTF Ca sens inh 1.3, V-ATPase pHluor 0.0, OPRM1-OPRD1 ag 1.1 and RTF Ca sens act -1.3.
For CC1(C)CC(=O)C(C=NCCN2CCN(CCc3ccccc3)CC2)=C(O)C1 the results were MOR-DOR inv ag 14.9, Keap1 Nrf2 FP -2.0, DSG3 Ab inh 102.0, Arr AP2 block 7.0, C-LANA FP -0.4, RTF Ca sens inh 4.8, Wnt bcat act -0.6, V-ATPase pHluor -2.0, OPRM1-OPRD1 ag -2.8 and RTF Ca sens act 3.3.
For Fc1ccc(N2CCN(/C=C/c3nnnn3-c3ccccc3)CC2)cc1 the results were MOR-DOR inv ag 8.3, Keap1 Nrf2 FP -3.6, DSG3 Ab inh 105.2, Arr AP2 block -7.0, C-LANA FP 4.3, RTF Ca sens inh -3.5, Wnt bcat act 15.4, V-ATPase pHluor 0.6, OPRM1-OPRD1 ag -1.6 and RTF Ca sens act 3.0.
`COc1ccccc1N(CC(=O)N1CCCC1)S(=O)(=O)c1ccc(C)cc1` gave MOR-DOR inv ag -0.1, Keap1 Nrf2 FP 2.5, DSG3 Ab inh 91.2, Arr AP2 block -10.7, C-LANA FP 1.9, RTF Ca sens inh 7.5, Wnt bcat act -0.9, V-ATPase pHluor 0.6, OPRM1-OPRD1 ag 0.0 and RTF Ca sens act -7.6.
Screening Cc1cccc(NC(=O)c2cccc(S(=O)(=O)Nc3c(C)n(C)n(-c4ccccc4)c3=O)c2)c1 returned MOR-DOR inv ag 10.0, Keap1 Nrf2 FP -7.3, DSG3 Ab inh 106.2, Arr AP2 block -5.6, C-LANA FP 1.2, RTF Ca sens inh -7.9, Wnt bcat act -0.2, V-ATPase pHluor 0.8, OPRM1-OPRD1 ag -2.7 and RTF Ca sens act -1.0.
`COc1ccc(OC)c(S(=O)(=O)N2CCN(c3ccccc3)CC2)c1` gave MOR-DOR inv ag 7.5, Keap1 Nrf2 FP -3.3, DSG3 Ab inh 112.3, Arr AP2 block 27.2, C-LANA FP -1.2, RTF Ca sens inh 0.7, Wnt bcat act -1.9, V-ATPase pHluor 2.5, OPRM1-OPRD1 ag -1.5 and RTF Ca sens act -3.8.
Screening CCCC(C)c1nnc(NC(=O)COc2ccc3c(c2)OCO3)s1 (centres undefined) returned MOR-DOR inv ag -5.5, Keap1 Nrf2 FP -1.2, DSG3 Ab inh 97.6, Arr AP2 block 23.5, C-LANA FP -0.6, RTF Ca sens inh 6.5, Wnt bcat act -1.8, V-ATPase pHluor -2.8, OPRM1-OPRD1 ag 1.0 and RTF Ca sens act -11.7.
`COc1cc(C(=O)Nc2ccc3c(c2)ncn3C)cc(OC)c1OC` gave MOR-DOR inv ag 20.4, Keap1 Nrf2 FP -0.9, DSG3 Ab inh 122.2, Arr AP2 block -0.5, C-LANA FP 0.2, RTF Ca sens inh -1.3, Wnt bcat act 1.1, V-ATPase pHluor -0.2, OPRM1-OPRD1 ag -4.2 and RTF Ca sens act -3.6.
Screening CCCCN1C(=O)C2(OCCCO2)c2cccc(C)c21 returned MOR-DOR inv ag 2.5, Keap1 Nrf2 FP -2.2, DSG3 Ab inh 99.7, Arr AP2 block -11.6, C-LANA FP -4.7, RTF Ca sens inh -12.3, Wnt bcat act 3.0, V-ATPase pHluor -2.7, OPRM1-OPRD1 ag -0.6 and RTF Ca sens act 1.8.
CC1=NC2(CCCc3c2no[n+]3[O-])N(O)C1(C)C (centres undefined) was read as MOR-DOR inv ag 17.4, Keap1 Nrf2 FP -4.6, DSG3 Ab inh 99.7, Arr AP2 block -6.5, C-LANA FP 0.4, RTF Ca sens inh -0.4, V-ATPase pHluor 2.5, OPRM1-OPRD1 ag -3.0 and RTF Ca sens act 0.6.
Cc1ccc(SC(C)C(=O)N2CCCC2)cc1 (centres undefined) was read as MOR-DOR inv ag 18.5, Keap1 Nrf2 FP 1.2, DSG3 Ab inh 125.4, Arr AP2 block 2.7, C-LANA FP 0.1, RTF Ca sens inh 1.9, Wnt bcat act -2.0, V-ATPase pHluor -4.4, OPRM1-OPRD1 ag -3.1 and RTF Ca sens act -4.3.
O=S(=O)(NCCCN1CCOCC1)c1ccc(Cl)s1 was read as MOR-DOR inv ag 5.5, Keap1 Nrf2 FP -3.0, DSG3 Ab inh 93.5, Arr AP2 block 4.1, C-LANA FP -1.1, RTF Ca sens inh -19.6, Wnt bcat act -0.1, V-ATPase pHluor -1.8, OPRM1-OPRD1 ag -1.1 and RTF Ca sens act 1.8.
For CCOC(=O)C1=C(COC(=O)C(CC)c2ccccc2)NC(=O)NC1C (centres undefined) the results were MOR-DOR inv ag 7.0, Keap1 Nrf2 FP 2.0, Arr AP2 block 67.2*, C-LANA FP 0.8, RTF Ca sens inh -5.2, Wnt bcat act 2.0, V-ATPase pHluor 1.1, OPRM1-OPRD1 ag -1.8 and RTF Ca sens act -3.1.
`Cc1cccc(NC(=O)Cc2noc3ccccc23)c1C` gave MOR-DOR inv ag 1.1, Keap1 Nrf2 FP 1.3, DSG3 Ab inh 115.0, Arr AP2 block 17.8, C-LANA FP -0.1, RTF Ca sens inh 1.6, Wnt bcat act 4.2, V-ATPase pHluor 1.3, OPRM1-OPRD1 ag -0.2 and RTF Ca sens act 9.2.
COc1ccc(C(O)(CCN2CCOCC2)c2ccccc2)cc1 (centres undefined) was read as MOR-DOR inv ag 5.3, Keap1 Nrf2 FP -0.2, DSG3 Ab inh 118.8, Arr AP2 block -1.9, C-LANA FP -2.4, RTF Ca sens inh 3.1, Wnt bcat act 4.8, V-ATPase pHluor -1.6, OPRM1-OPRD1 ag -1.1 and RTF Ca sens act -4.0.
Screening COc1ccccc1CC(=O)NCCCc1ccccc1 returned MOR-DOR inv ag 7.4, Keap1 Nrf2 FP 1.2, DSG3 Ab inh 102.8, Arr AP2 block -9.7, C-LANA FP -1.6, RTF Ca sens inh -3.9, Wnt bcat act 0.2, V-ATPase pHluor -2.0, OPRM1-OPRD1 ag -1.6 and RTF Ca sens act 3.6.
`O=C(Nc1ccccc1)P(=O)(O)c1ccccc1` gave MOR-DOR inv ag 16.6, Keap1 Nrf2 FP 0.6, DSG3 Ab inh 93.7, Arr AP2 block 6.5, C-LANA FP -0.3, RTF Ca sens inh -9.9, Wnt bcat act -3.7, V-ATPase pHluor 4.0, OPRM1-OPRD1 ag -3.8 and RTF Ca sens act 1.4.
Cc1ccc(S(=O)(=O)N(C)c2ccc(C(=O)NCc3ccccn3)cc2)cc1 was read as MOR-DOR inv ag 6.1, Keap1 Nrf2 FP -4.2, DSG3 Ab inh 101.2, Arr AP2 block -7.6, C-LANA FP -0.3, RTF Ca sens inh -3.5, Wnt bcat act -1.7, V-ATPase pHluor -2.3, OPRM1-OPRD1 ag -1.2 and RTF Ca sens act 9.4.
CCOCCCNC(=O)N[C@@H](C)C(=O)OC was read as MOR-DOR inv ag 8.1, Keap1 Nrf2 FP -5.1, DSG3 Ab inh 101.4, Arr AP2 block 2.7, C-LANA FP -0.5, RTF Ca sens inh 5.7, V-ATPase pHluor 0.9, OPRM1-OPRD1 ag -1.5 and RTF Ca sens act 7.5.
For NC(=O)c1ccc(NC(=O)c2ccccc2S(=O)(=O)c2ccccc2[N+](=O)[O-])cc1 the results were MOR-DOR inv ag -12.1, Keap1 Nrf2 FP -0.5, Arr AP2 block -0.2, C-LANA FP 0.5, RTF Ca sens inh -4.8, V-ATPase pHluor 0.1, OPRM1-OPRD1 ag 2.4 and RTF Ca sens act -0.7.
For O=C(COc1ccc(S(=O)(=O)NCCc2ccccc2)cc1)N1CCCC1 the results were MOR-DOR inv ag 0.5, Keap1 Nrf2 FP 4.1, DSG3 Ab inh 94.2, Arr AP2 block 2.8, C-LANA FP -1.4, RTF Ca sens inh -2.2, V-ATPase pHluor -3.7, OPRM1-OPRD1 ag -0.1 and RTF Ca sens act -0.2.
CS(=O)(=O)c1ccc(C(=O)OCC(=O)NC(=O)Cc2ccccc2)cc1 was read as MOR-DOR inv ag 4.9, Keap1 Nrf2 FP 4.7, DSG3 Ab inh 102.6, Arr AP2 block 29.4, C-LANA FP 0.2, RTF Ca sens inh -6.7, Wnt bcat act -0.8, V-ATPase pHluor 2.7, OPRM1-OPRD1 ag -0.8 and RTF Ca sens act -4.1.
Screening OCCCn1c(C(CO)Nc2nc(-c3ccc(Cl)cc3)cs2)nc2ccccc21 (centres undefined) returned MOR-DOR inv ag -8.9, Keap1 Nrf2 FP -2.2, DSG3 Ab inh 100.5, Arr AP2 block 21.4, C-LANA FP -2.5, RTF Ca sens inh -0.9, Wnt bcat act -0.6, V-ATPase pHluor 2.0, OPRM1-OPRD1 ag 1.6 and RTF Ca sens act -9.3.
For OC(c1ccccc1)c1nccc2ccccc12 (centres undefined) the results were MOR-DOR inv ag 0.3, Keap1 Nrf2 FP -0.5, DSG3 Ab inh 101.5, Arr AP2 block 4.1, C-LANA FP -0.9, RTF Ca sens inh 3.9, Wnt bcat act 0.2, V-ATPase pHluor 0.0, OPRM1-OPRD1 ag -0.1 and RTF Ca sens act -1.7.
Screening COc1ccc(NC(=S)Nc2cccc3cnccc23)cc1 returned MOR-DOR inv ag -24.9, Keap1 Nrf2 FP 2.4, DSG3 Ab inh 98.6, Arr AP2 block -7.3, C-LANA FP -0.4, RTF Ca sens inh -13.7, V-ATPase pHluor -3.8, OPRM1-OPRD1 ag 4.0 and RTF Ca sens act -0.1.
Screening Cc1ccc(-n2ncc3c2CCCC3NC(=O)CCCN2CCCC2=O)cc1C (centres undefined) returned MOR-DOR inv ag 13.8, Keap1 Nrf2 FP -0.3, DSG3 Ab inh 97.6, Arr AP2 block 19.0, C-LANA FP -1.6, RTF Ca sens inh -6.7, Wnt bcat act -0.9, V-ATPase pHluor -4.2, OPRM1-OPRD1 ag -2.7 and RTF Ca sens act -0.6.

Assay outcomes as filed in PubChem BioAssay.
